# Bioassay records deposited in PubChem by Sanford-Burnham Center for Chemical Genomics.
# H9c2 TAG inh = triacylglycerol accumulation inhibition | AID 651582 | H9c2 cells, Nile Red lipid (TAG) fluorescence; cells loaded with 200 µM oleic acid | inhibition, % at 12.5 µM | 0.66% of 230,000 active;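 active = pattern-corrected inhibition of lipid staining of at least 50% with the nuclear-stain viability signal not falling by more than 50%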;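 also: 0% = DMSO wells and 100% = triacsin C control wells; some results filed as inactive read as strong as hits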
# H9c2 TAG inh DAPI viability = also measured in H9c2 TAG inh; calls as there; DAPI nuclei signal change (viability), lower = more cytotoxic, %;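 whole-well DAPI fluorescence read on a plate reader as a viability signal; minus 50 percent equals half of cells still viable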
# * hit, by the source's call. An excerpt; the hit share may differ from the screen's.
SMILES	H9c2 TAG inh	H9c2 TAG inh DAPI viability
CC(C)c1ccc2oc(=O)cc(CN3CCN(c4ccccc4)CC3)c2c1	2	-4
Cc1ccc(NC(=O)CN(C)CC(=O)Nc2ccccc2-c2ccccc2)cc1	10	4
CCS(=O)(=O)c1ccc(NC(=O)c2ccccc2Cl)c(O)c1	-1	2
O=C(c1cc2cc(Cl)cc(Cl)c2oc1=O)N1CCOCC1	0	1
O=[N+]([O-])c1cccc(-c2ccc(/C=N/NC(=S)NCc3ccco3)o2)c1	0	3
Cc1ccccc1NC(=O)C1CCCN1C(=O)NC1CCCCC1 (stereo not given)	-7	4
COC(=O)[C@@H]1C[C@@]2(Br)c3ccccc3N(S(=O)(=O)c3ccccc3)[C@H]2N1C(=O)OC	3	-9
CC(=O)NC(c1cccc(F)c1)c1nc(-c2csc3ccccc23)cs1 (stereo not given)	7	-8
Cc1cc(SCC(=O)Nc2ccc(O)cc2)n2nc(C)c(-c3ccccc3)c2n1	5	11
COc1ccc(S(=O)(=O)N2CCC(C(=O)Nc3ccccc3C)CC2)c2cccnc12	-6	-2

# Already shown: entries from further up.
SMILES	H9c2 TAG inh	H9c2 TAG inh DAPI viability
CC(C)c1ccc2oc(=O)cc(CN3CCN(c4ccccc4)CC3)c2c1	2	-4
Cc1ccc(NC(=O)CN(C)CC(=O)Nc2ccccc2-c2ccccc2)cc1	10	4
CCS(=O)(=O)c1ccc(NC(=O)c2ccccc2Cl)c(O)c1	-1	2

# Later entries.
SMILES	H9c2 TAG inh	H9c2 TAG inh DAPI viability
O=S(=O)(NC1CC1)c1cccc(S(=O)(=O)N2CCCC2)c1	-4	-1
CN(C(=O)c1cccc(NC(=O)Cc2ccc(NC(=O)C3CCN(C(=O)c4ccccc4)CC3)cc2)c1)C1CCC1	3	5
COc1ccc2sc(N(CCCN(C)C)C(=O)c3ccc(S(=O)(=O)N(C)Cc4ccccc4)cc3)nc2c1	14	5
Cc1ccc2nc(SCC(=O)Nc3ccccc3F)nc(=O)n2c1	-12	3
CCOC(=O)C1=C(CC)Nc2ccccc2N=C1N	-15	7
O=C1c2ccsc2SCCN1Cc1c(Cl)cccc1Cl	25	-11
Cc1cc(C)c(S(=O)(=O)N2CCCOC2CNC(=O)C(=O)NCc2cccs2)c(C)c1 (stereo not given)	3	-6
CNC[C@H]1OCc2ccccc2-c2ccccc2C(=O)N([C@H](C)CO)C[C@H]1C	-22	2
CCC(C)(C)c1ccc(OCCCC[n+]2cccc(C)c2)c(C(C)(C)CC)c1	71	-52
Cc1ccc(C)c(OCCn2c(=O)c3c(ncn3C3CCCC3)n(Cc3ccccc3)c2=O)c1	33	8
CCOC(=O)N1CCN(C(=O)CN(c2cccc(C)c2)S(=O)(=O)c2ccccc2)CC1	-1	-3
O=C(Nc1cccc(Br)c1)c1cccc(OC(=S)N2CCOCC2)c1	32	-5
Cc1nc2ccc(N)nc2nc1C	-22	17
Cc1ccc(S(=O)(=O)N2CCCCC2C(=O)NCc2ccco2)cc1 (stereo not given)	-6	-6
CN(C)c1cccc2c(S(=O)(=O)Nc3ccccn3)cccc12	-10	-5
O=C(N/N=C/c1ccc(F)cc1)c1cc(-c2ccco2)nc2ccccc12	5	-2
CCOC1OC(=O)C(Cl)=C1Nc1cc(C)ccc1C (stereo not given)	0	-3
CCOC(=O)c1[nH]c(C)c(C(=O)OCC(=O)N(CC)C2CCS(=O)(=O)C2)c1C (stereo not given)	-18	0
CCN(CCCNC(=O)C1CCCN(S(=O)(=O)CC)C1)c1cccc(C)c1 (stereo not given)	22	-6
CC(C)OC(=O)c1cccc(NC(=O)c2ccccc2)c1	3	26
CCC(=NNC(=O)c1cccc(S(=O)(=O)N2CCOCC2)c1)c1ccccc1	-8	-2
CCCCn1c(N)c(N(CC(C)C)C(=O)CC2CCCCC2)c(=O)[nH]c1=O	-11	-7
O=[N+]([O-])c1ccccc1S(=O)(=O)N1CCN(CC2CC3C=CC2C3)CC1 (stereo not given)	-1	-4
CCOC(=O)c1cnc2c(cnn2C)c1NCCCn1ccnc1	5	-2
O=C(NC(c1ccc(-c2ccccc2)cc1)c1cnccn1)C1CCN(CCCOc2ccccc2)CC1 (stereo not given)	-1	25
CC(C)(C)c1ccc(OCC(=O)N2CCN(c3ccccn3)CC2)cc1	29	0
CC(C)n1cnc2c(N(C)c3cccc(Cl)c3)nc(N(CCO)CCO)nc21	13	6
CCc1noc(C)c1C(=O)OC(C)C(=O)Nc1ccc(Cl)cn1 (stereo not given)	-4	-3
Cc1nc(Nc2cccc(O)c2)c2c3c(sc2n1)CCC3	1	4
Cc1ccc(NC(=O)/C=N/OCC(=O)NCc2ccccc2Cl)cc1	-9	1
CC(C)C(N)c1csc(Nc2cc(Oc3ccccc3)ncn2)n1 (stereo not given)	21	-8
COc1ccccc1-n1ccnc(SCC(=O)NCc2ccccc2)c1=O	21	-10
CCc1ccccc1NS(=O)(=O)c1ccc2[nH]cc(C(=O)NCC3CCCO3)c(=O)c2c1 (stereo not given)	-2	2
N#CC1(c2cccc(Br)c2)C(=O)Nc2ccccc21 (stereo not given)	-4	-3
O=S1(=O)CCOC[C@H](Cc2ccccc2)N1Cc1ccccc1	-8	-3
O=C(Nc1cccc(-c2nnc(-c3ccco3)o2)c1)C(c1ccccc1)c1ccccc1	22	0
CCOC(=O)C1CCCN(CC(=O)Nc2c(C(=O)OC)[nH]c3ccc(C)cc23)C1 (stereo not given)	-1	15
COc1ccc(CNc2ccc(C)cc2)cc1Br	3	0
N=c1c2c(ncn1CCCO)Oc1cc(O)ccc1C2c1ccccc1 (stereo not given)	-8	3
COc1ccccc1CNC(=O)c1cc(-c2ccccc2)n(Cc2cc(C)no2)n1	11	-1
Cc1cc(C)n2nc(SCC(=O)Nc3ccccc3)nc2n1	9	4
O=c1cc(-c2ccccc2)nc2nc[nH]n12	-35	18
CCc1nnc(NC(=O)c2cc(OC)c(OC)cc2[N+](=O)[O-])s1	-5	2
O=C(Cn1cnc2c(nnn2Cc2ccc(Cl)cc2)c1=O)N1CCN(c2ccccc2)CC1	-3	-7
CCC(C)Oc1ccccc1C1CC(=O)NC2=C1C(=O)CCC2 (stereo not given)	20	-13
CCN1CCCC1CNC(=O)Cn1cccc1C(=O)c1ccccc1 (stereo not given)	-8	3
COc1ccccc1-c1cc2nc(NCc3cccc(Cl)c3)ccn2n1	-21	55
Cc1ccc(-c2nc(CNC(=O)c3cc(C)on3)cs2)cc1	0	0
COc1ccc(C(=O)c2c(C(F)(F)F)oc3c2C(=O)c2ccccc2C3=O)cc1	103	-68
Cc1cc(Cl)cc2c1NC(=O)[C@]21[C@@H]2C(=O)N(Cc3ccccc3)C(=O)[C@@H]2[C@@H]2CCCN21	-22	3

# Other structures follow:
SMILES	H9c2 TAG inh	H9c2 TAG inh DAPI viability
O=C(CCCCCN1C(=O)c2ccccc2C1=O)NCc1ccco1	4	-2
COc1ccc(N(CC(=O)N2CC=C(c3ccccc3)CC2)S(=O)(=O)c2c(C)noc2C)cc1	-7	6
CCOc1ccc(CCNC(=O)/C=C/c2ccco2)cc1OCC	31	-7
COc1ccc(C(=O)OC(C)C(=O)NC2CCCc3ccccc32)cc1OC (stereo not given)	38	-2
CCOc1ccc(CCNC(=O)COC(=O)c2[nH]c(C)c(C(C)=O)c2C)cc1OCC	42	-10
CC(=O)c1c(C)[nH]c(C(=O)OCc2nc3ccsc3c(=O)[nH]2)c1C	10	-2
CCOc1ccc(C2C(C(=O)c3cccs3)=C(O)C(=O)N2Cc2cccnc2)cc1OC (stereo not given)	-27	3
CSCCC(=O)N1CCC(n2nccc2NC(=O)c2ccc3c(c2)OCO3)CC1	3	1
O=C(Nc1ccc([N+](=O)[O-])cc1)C1(c2ccccc2)CCOCC1	-19	-1
CCS(=O)(=O)N1CCN(CC2CC3C=CC2C3)CC1 (stereo not given)	16	-4

# Reprinted from the part before: six compounds, then new ones.
SMILES	H9c2 TAG inh	H9c2 TAG inh DAPI viability
CCOc1ccc(CCNC(=O)COC(=O)c2[nH]c(C)c(C(C)=O)c2C)cc1OCC	42	-10
CC(=O)c1c(C)[nH]c(C(=O)OCc2nc3ccsc3c(=O)[nH]2)c1C	10	-2
CCOc1ccc(C2C(C(=O)c3cccs3)=C(O)C(=O)N2Cc2cccnc2)cc1OC (stereo not given)	-27	3
CSCCC(=O)N1CCC(n2nccc2NC(=O)c2ccc3c(c2)OCO3)CC1	3	1
O=C(Nc1ccc([N+](=O)[O-])cc1)C1(c2ccccc2)CCOCC1	-19	-1
CCS(=O)(=O)N1CCN(CC2CC3C=CC2C3)CC1 (stereo not given)	16	-4
S=C(NCC1CCCO1)N1CCN(c2cccc(Cl)c2)CC1 (stereo not given)	5	-17
Cc1cc(C)nc(NC(=O)CSc2nn(-c3ccccc3)c(=S)s2)n1	-11	3
O=c1[nH]c(=O)n(CCOc2ccc(Cl)cc2)cc1Br	-6	20
Fc1ccc(NC(=S)Nc2cccc3ccccc23)cc1	6	-12
CCOC(=O)CS(=O)(=O)c1nc(-c2ccccc2)cc(C(F)(F)F)n1	21	-14
CC(=O)N1CCCN(C(=O)c2ccc3nc(Cc4ccccc4F)oc3c2)CC1	4	-7
COc1ccc(C(=O)c2c3ccc(OC)cc3[n+]([O-])n2CCCC(N)=O)cc1	-11	-2
CCN(c1ccccc1)S(=O)(=O)c1ccc(C(=O)Nc2ccccn2)cc1	0	2
COc1ccc(C(=O)NCC(=O)NCC(=O)OCC(=O)c2ccc(C)cc2)cc1	16	1
O=C1Nc2ccccc2C1=Nc1ccccc1-c1ccccc1	-2	0
Cc1ccc(N2C(=O)c3cccc4cccc(c34)C2=O)cc1	-2	-10
Cc1onc(C(=O)NN)c1-c1csc(COc2ccc(Cl)cc2)n1	-23	2
CCc1nnc(NC(=O)CSc2ncnc3scc(-c4ccc(C)cc4)c23)s1	9	2
COc1ccc(-c2nc(CN(CC3CCC(=O)N3)C(C)C)c(C)o2)c(C)c1C (stereo not given)	-22	-5
COc1cccc(NC(=O)CN(C)C(C)C(=O)NC(C)c2ccc(Cl)cc2Cl)c1 (stereo not given)	2	-5
COc1ccccc1NC(=O)Cn1nc(-c2ccc(Cl)cc2)c2ccccc2c1=O	-13	3
O=C1NN=C(c2ccccc2)CC1c1c[nH]c2ccccc12 (stereo not given)	-1	3
O=C(Oc1cccc(Nc2ncnc3ccccc23)c1)c1ccccc1Cl	7	-2
CC(C)C1C(=O)N(Cc2cn(CCC3OCCCO3)nn2)CCS(=O)(=O)N1Cc1ccc(-c2ccc(F)nc2)cc1 (stereo not given)	7	2
Cc1ccc(C)c(NC(=O)CN(C)C(=O)c2ccc(COc3ccccc3)cc2)c1	-27	-3
CCOC(=O)c1sc2nc(N3CCCC3)c3c(c2c1N)CC(C)(C)OC3	27	32
Cc1cc(Nc2ccccc2)nc(-c2ccccc2O)n1	19	10
Cc1ccc(C(=O)Nc2ccc(N3CCCCC3)cc2)cc1	7	-1
Cn1nccc1-c1coc2c(C(=O)N3CCOCC3)cccc12	-7	5
Cc1cc(N2CCN(C)CC2)nc2ccc(NC(=S)NCCCN3CCc4ccccc4C3)cc12	21	12
COc1ccc(NC(=O)C2(C)CCN2Cc2cccc(OC)c2OC)cc1OC (stereo not given)	0	2
CN(CC(O)COc1ccc(S(=O)(=O)N2CCOCC2)cc1Cl)C1CCCCC1 (stereo not given)	-1	6
COc1ccc2c(CC(=O)NNC(=O)c3ccc(O)cc3)coc2c1	-10	7
CCNC(=O)c1ccccc1CCc1ccccc1	23	1
CN(CC(O)COCc1ccccc1F)C1CCCCC1 (stereo not given)	7	-6
Cc1noc(C)c1CSc1nc2[nH]ncc2c(=O)n1-c1ccccc1	64*	-8.2*
Cc1ccc(S(=O)(=O)NC(CC(=O)NCC2CCCO2)c2ccco2)cc1 (stereo not given)	2	-3
O=C(NCCN1CCOCC1)c1ccc2c(c1)N(Cc1ccccc1F)C(=O)c1ccccc1S2	-7	2
Cc1noc(C)c1S(=O)(=O)Nc1ccc2c(c1)C(=O)N([C@H](C)CO)C[C@H](C)[C@@H](CN(C)S(=O)(=O)c1ccccc1)O2	5	-5
Cc1ccc(S(=O)(=O)N2CCN(C(=O)COC(=O)Cc3c(F)cccc3Cl)CC2)c(C)c1	-2	-6
COc1cc2ccccc2cc1C(=O)Nc1ccc(Br)cn1	-4	6
O=C(NC1=NCCS1)c1ccc(OCC2CCCO2)cc1 (stereo not given)	-13	-18
Cc1nc(SCc2nc3c(O)cccc3[nH]2)c2oc3ccccc3c2n1	-3	6
Cc1ccccc1-n1c(SCC(=O)NC2CC2)nc2ccccc2c1=O	-4	-4
O=C(Nc1cccc(S(=O)(=O)Nc2ccc(SC(F)F)cc2)c1)C1CCC1	-9	11
Cc1cc(C)n2nc(C(=O)N3CCN(c4ccc([N+](=O)[O-])cc4)CC3)nc2n1	-5	1

# 4 entries drawn at random from those above:
SMILES	H9c2 TAG inh	H9c2 TAG inh DAPI viability
O=C(NC1=NCCS1)c1ccc(OCC2CCCO2)cc1 (stereo not given)	-13	-18
Cc1noc(C)c1S(=O)(=O)Nc1ccc2c(c1)C(=O)N([C@H](C)CO)C[C@H](C)[C@@H](CN(C)S(=O)(=O)c1ccccc1)O2	5	-5
Cc1ccc(S(=O)(=O)NC(CC(=O)NCC2CCCO2)c2ccco2)cc1 (stereo not given)	2	-3
O=C(Nc1cccc(S(=O)(=O)Nc2ccc(SC(F)F)cc2)c1)C1CCC1	-9	11
